Screening data: PubChem, Icahn School of Medicine at Mount Sinai
ROC1-CUL1 inh: inhibitors of human ROC1-CUL1 ubiquitin ligase activity; P62877+Q13616; in vitro K48 di-Ub FRET, acceptor:donor ratio, 45 min; inhibition, % at 10 µM; hit rate 0.6% among 140,000; AID 1347404; in the data active = inhibition above about 25%
Target sequence (P62877 whole entry, looked up): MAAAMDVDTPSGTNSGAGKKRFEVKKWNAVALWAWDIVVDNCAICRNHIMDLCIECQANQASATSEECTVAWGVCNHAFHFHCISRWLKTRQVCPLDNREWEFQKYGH
Target sequence (Q13616 whole entry, looked up): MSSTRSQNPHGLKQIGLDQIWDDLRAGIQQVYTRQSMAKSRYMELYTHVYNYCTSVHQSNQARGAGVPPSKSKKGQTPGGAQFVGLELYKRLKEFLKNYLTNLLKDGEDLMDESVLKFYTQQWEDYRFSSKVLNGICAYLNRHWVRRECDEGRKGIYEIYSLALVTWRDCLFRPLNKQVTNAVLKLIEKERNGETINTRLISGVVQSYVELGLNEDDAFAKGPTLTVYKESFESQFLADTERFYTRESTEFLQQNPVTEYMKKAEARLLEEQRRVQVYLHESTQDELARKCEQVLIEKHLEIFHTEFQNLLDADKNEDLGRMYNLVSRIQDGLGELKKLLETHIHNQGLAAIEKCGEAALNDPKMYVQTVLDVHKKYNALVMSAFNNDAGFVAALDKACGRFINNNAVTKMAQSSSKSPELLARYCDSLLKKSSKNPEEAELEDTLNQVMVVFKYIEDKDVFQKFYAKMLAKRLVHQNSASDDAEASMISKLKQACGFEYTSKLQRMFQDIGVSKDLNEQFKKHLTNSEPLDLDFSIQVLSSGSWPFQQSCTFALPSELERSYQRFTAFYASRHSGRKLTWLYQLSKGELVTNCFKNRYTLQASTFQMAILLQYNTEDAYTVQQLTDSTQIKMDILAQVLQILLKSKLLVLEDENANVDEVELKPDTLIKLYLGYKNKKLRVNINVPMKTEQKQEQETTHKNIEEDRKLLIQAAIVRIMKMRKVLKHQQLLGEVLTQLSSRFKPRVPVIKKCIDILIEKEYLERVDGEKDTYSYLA
* marks the source's active call; other numbers are inactive results. This is a subset, so the mix of outcomes need not match the whole.

SMILES	ROC1-CUL1 inh
Cc1ccc(S(=O)(=O)Nc2cccc(C(=O)NC3CC3)c2C)cc1	6.8
CCOC(=O)C1=C(C)N=c2s/c(=C\c3cc(C)[nH]c3C)c(=O)n2C1c1ccccc1OC (stereo not given)	-0.6
COc1ccc(CC(C)NS(=O)(=O)c2ccc3c(c2)CCN3S(C)(=O)=O)cc1OC (stereo not given)	-16.9
Cc1ccccc1C1(CC(=O)N2CCCC2c2ccc(F)cc2)CC(=O)N(Cc2cccnc2)C1=O (stereo not given)	1.3
Cc1cccc(Cn2c(Cc3ccccc3)nc3ccccc32)c1	1.6
O=C(CSC(=S)N1CCCCC1)c1ccc([N+](=O)[O-])cc1	-8.5
COc1ccc(-c2ccc3c(N)c(C(=O)Nc4ccc(Br)c(C)c4)sc3n2)cc1	-11.3
Fc1ccc(-c2noc3c2CN(Cc2ccnc4ccccc24)CC3)cc1F	-4.1
Cc1ccc(CSc2ncc(Cl)c(C(=O)Oc3ccccc3F)n2)cc1	2.4
c1ccc(-c2cc(-c3ccccc3)n3ncc(-c4ccccc4)c3n2)cc1	-4.0
CCOc1ccc(-c2cc(-c3nc(-c4cc(OC)c(OC)c(OC)c4)no3)[nH]n2)cc1	3.7
CCn1cc(C(=O)OC)c(C(=O)OC)c1C(=O)OC	-0.1
O=C(NNc1ncccc1[N+](=O)[O-])NC1CCCCC1	-5.3
CCOc1ccc(-n2c(-c3ccc(OC)cc3)cc3c2CC(C)(C)CC3=O)cc1	-15.8
CCOC(=O)N1CCN(Cc2nc(NCc3cccs3)c3ccccc3n2)CC1	14.9
CSc1ccc(/C=C/C(=O)c2ccc(NC(=O)C(C)C)cc2)cc1	0.7
COc1cc(NC(=O)c2cc3ccccc3o2)c(OC)cc1Cl	-9.3
Cc1ccc2c(c1)CN(Cc1ccc(OCCO)cc1)CC(c1ccsc1)O2 (stereo not given)	0.2
CCN1C(=O)/C(=C/c2ccc(OC)c(CN3CCOCC3)c2)SC1=S	5.9
O=C(COc1ccc(F)cc1Cl)N1CCN(c2ccccc2F)CC1	-4.5
CCN(CC)S(=O)(=O)c1cccc(N=Nc2ccc(O)c3cccnc23)c1	-16.5
COc1ccc(-c2nnc(SCC(=O)NCCc3ccc(OC)c(OC)c3)nc2-c2ccc(OC)cc2)cc1	10.5
CCn1c2ccccc2c2cc(/C=N\NC(=O)C3C4CCCCC43)ccc21 (stereo not given)	5.6
c1cncc(-c2cccc(-c3ccn(CCN4CCCCC4)n3)c2)c1	-2.1
Cc1nc(NC(=O)c2cc(-n3cnnc3)ccc2Cl)ccc1Br	3.8
Cc1nc(CNS(=O)(=O)c2cc(F)c(F)cc2F)cc(=O)[nH]1	-17.1
CC(NC(=O)CSc1nnc(-c2cc3cc(Br)ccc3o2)n1C)c1ccccc1 (stereo not given)	0.7
CCCCOC(=O)c1ccc(NC(=O)c2c(-c3ccccc3Cl)noc2C)cc1	8.9
COC(=O)C1=C(C)N=c2s/c(=C\c3cccc(OC)c3OC)c(=O)n2C1c1ccc(OC)cc1 (stereo not given)	3.0
Cc1ccccc1Cn1nc(C)c(NC(=O)/C=C/c2cnn(C)c2C)c1C	-0.8
Cc1ccc2c(c1)c(=O)c(C(=O)c1ccncc1)cn2CC(=O)Nc1c(C)cccc1C	2.1
CCN1C(=O)C(=CC2C(=O)N(CC)C(=S)N(CC)C2=O)C(=O)N(CC)C1=S	23.8
Cc1ccc(-c2nnc(SCCC(=O)N3CCOCC3)o2)cc1	-0.4
C/C(Cl)=C/Cc1c(C)nc2c(C)cccc2c1Cl	-6.8
CN(C)C(=O)N=C1SC(=Nc2ccccc2)C(=Nc2ccccc2)N1c1ccc([N+](=O)[O-])cc1	-5.6
CC1(c2cccs2)CC(c2cccs2)=C(C#N)C(=O)N1 (stereo not given)	-6.8
O=C(Nc1cccc(Cl)c1)c1ccccc1NC(=O)C1CCCCC1C(=O)O (stereo not given)	7.4
O=C(CCNS(=O)(=O)c1ccc2c(c1)CCN2C(=O)C1CC1)Nc1ccc(OC(F)(F)F)cc1	-3.7
N=c1oc2c(Br)cc(Br)cc2cc1-c1nc(-c2cccs2)cs1	-4.1
CCCC(=O)Nc1cccc(SC)c1	1.5
COc1ccc(C(=O)C/C(=C\C(=O)c2ccc(C)cc2)c2ccccc2)cc1	-8.5
O=C1CC(c2ccccc2)Sc2ccccc2N1 (stereo not given)	7.6
Cc1ccc(Cl)cc1NC(=O)c1ccccc1	3.7
O=C(Cn1c2ncccc2c(=O)n1-c1ccccc1)Nc1cccc(C(F)(F)F)c1	10.1
O=c1c(-c2ccc(Cl)cc2)c(C(F)(F)F)oc2c(CN3CCCCC3)c(O)ccc12	7.8
Cc1cc(OC(C)C(=O)NCc2ccccc2)cc(C)c1Cl (stereo not given)	0.8
CCCn1c(CCC(=O)Nc2ccc(C)c(Cl)c2)nc2cccnc21	-1.0
CN(C)c1ccc(/C=C2\N=C(c3ccccc3)N(NC(=O)c3ccccc3Br)C2=O)cc1	40.1*
CCCCOc1ccc(C(=O)NN(CCC(=O)NC(C)(C)C)C2NS(=O)(=O)C3CCCCC23)cc1 (stereo not given)	1.2
COc1cc(CN2CCOc3ccc(C(O)c4ccncc4)cc3C2)ccc1OCc1ccccc1 (stereo not given)	6.6
N=C1C(Cl)CNN1c1nc(Cl)c(C(F)(F)F)cc1Cl (stereo not given)	1.3
COc1cccc(CNC(=O)CCNS(=O)(=O)c2ccc3c(c2)oc(=O)n3C)c1	-15.9
COCc1ccc(C(=O)Nc2ccc(-c3nc(CNC(=O)[C@@H]4C[C@H]4c4ccccc4)c(C)o3)cc2)o1	-5.7
O=C(NCCN1CCOCC1)c1ccc(N2CCC(NC[C@@H]3CCCN4CCCC[C@H]34)CC2)cc1	7.9
Cc1cccc(OCCSCc2nc3ccccc3[nH]2)c1	-2.7
COc1ccc2c(Sc3ccc(Cl)cc3)c(C(=O)N3CCCCC3)[nH]c2c1	-1.1
CC(C)(C)NC(=O)c1coc(COc2ccccc2)n1	4.2
COc1ccc(S(=O)(=O)N2CCN(CC(=O)NC3CCCC3)CC2)cc1	-1.7
COc1cc(C(=O)N2C[C@@H]3CCC[C@H]2C3)ccc1OC1CCN(C(C)=O)CC1	2.2
COc1cccc(N2CC(NC(=O)/C=C\c3ccc(OC)c(OC)c3)CC2=O)c1 (stereo not given)	-12.7

The list goes on.
SMILES	ROC1-CUL1 inh
COc1ccc(C)cc1NC(=O)CN1c2ccccc2S(=O)(=O)c2ccccc21	3.8
C(=C\c1cc2ccccc2c2ccccc12)/c1ccc2ccccc2c1	6.3
Cc1ncc(CN2CCC(C3CCN(CC(C)(C)C)C3)CC2)cn1 (stereo not given)	-5.7
CCCC(=O)NC1CCN(CCC)CC1	14.0
O=C(Cc1ccc([N+](=O)[O-])cc1)N/N=C/c1c(O)ccc2ccccc12	3.6
CCCCNc1sc(S(=O)(=O)CCC)nc1S(=O)(=O)c1ccc(C)cc1	-8.0
Cc1ccc(N=C2S/C(=C\c3ccc(O)c(I)c3)C(=O)N2C)cc1	5.0
CC(CO)NC(=O)c1cn(CC2CCCCC2)nn1 (stereo not given)	-3.1
Cc1ccnc(NC(=O)COc2ccccc2C)c1	-1.6
O=C(COc1ccccc1F)Nc1ccc2nc(SCC(=O)N3CCc4ccccc43)sc2c1	-1.2
CCSc1nc(-c2ccc(Cl)cc2)nc2c1Cc1c(CO)cnc(C)c1O2	-9.3
Clc1ccc(Cn2ncc3c(N4CCCCC4)ncnc32)cc1	2.3

Already shown: entries from further up.
SMILES	ROC1-CUL1 inh
Cc1cccc(OCCSCc2nc3ccccc3[nH]2)c1	-2.7
COc1ccc2c(Sc3ccc(Cl)cc3)c(C(=O)N3CCCCC3)[nH]c2c1	-1.1
CC(C)(C)NC(=O)c1coc(COc2ccccc2)n1	4.2
COc1ccc(S(=O)(=O)N2CCN(CC(=O)NC3CCCC3)CC2)cc1	-1.7
COc1cc(C(=O)N2C[C@@H]3CCC[C@H]2C3)ccc1OC1CCN(C(C)=O)CC1	2.2
COc1cccc(N2CC(NC(=O)/C=C\c3ccc(OC)c(OC)c3)CC2=O)c1 (stereo not given)	-12.7
COc1ccc(C)cc1NC(=O)CN1c2ccccc2S(=O)(=O)c2ccccc21	3.8
C(=C\c1cc2ccccc2c2ccccc12)/c1ccc2ccccc2c1	6.3
Cc1ncc(CN2CCC(C3CCN(CC(C)(C)C)C3)CC2)cn1 (stereo not given)	-5.7
CCCC(=O)NC1CCN(CCC)CC1	14.0
O=C(Cc1ccc([N+](=O)[O-])cc1)N/N=C/c1c(O)ccc2ccccc12	3.6
CCCCNc1sc(S(=O)(=O)CCC)nc1S(=O)(=O)c1ccc(C)cc1	-8.0
Cc1ccc(N=C2S/C(=C\c3ccc(O)c(I)c3)C(=O)N2C)cc1	5.0
CC(CO)NC(=O)c1cn(CC2CCCCC2)nn1 (stereo not given)	-3.1
Cc1ccnc(NC(=O)COc2ccccc2C)c1	-1.6
O=C(COc1ccccc1F)Nc1ccc2nc(SCC(=O)N3CCc4ccccc43)sc2c1	-1.2
CCSc1nc(-c2ccc(Cl)cc2)nc2c1Cc1c(CO)cnc(C)c1O2	-9.3
Clc1ccc(Cn2ncc3c(N4CCCCC4)ncnc32)cc1	2.3

Additional entries
SMILES	ROC1-CUL1 inh
Cc1ccc(NC(=O)CN2C(=O)C3(SCC(=O)N3c3ccc(F)c(F)c3)c3ccccc32)c(C)c1 (stereo not given)	-1.7
Nc1nc(CSc2nnnn2Cc2ccccc2)nc(N2CCOCC2)n1	-7.0
Cc1ccnc(Sc2c(C(=O)O)cc([N+](=O)[O-])cc2[N+](=O)[O-])n1	1.5
COc1cc(C(C2C(=O)Oc3ccc(C)cc3C2=O)C2C(=O)Oc3ccc(C)cc3C2=O)cc(OC)c1OC (stereo not given)	4.3
CCN(CC1CCCN(CCc2cccc(OC)c2)C1)C1CCN(C(C)=O)CC1 (stereo not given)	-12.6
COc1ccc(S(=O)(=O)N(C)CC(=O)O)c2ccccc12	-0.6
CCC(=O)Nc1ccc2c(c1)nc(CN1CCCCCC1)n2CC	9.0
CCC1=NN(C(=O)c2ccc(Br)cc2)C(O)(c2cccnc2)C1 (stereo not given)	1.7
CC(=O)c1cccc(NC(=O)c2cnn(-c3ccccc3)c2-c2ccccc2)c1	-1.7
CCCCn1c(=O)n(CC2CCC(C(=O)NCCCOC)CC2)c(=O)c2sccc21 (stereo not given)	0.3
O=C(NCCO)c1nc2ccccc2s1	-15.8
CCOC(=O)C(C(=O)OCC)c1nc2cccnc2s1	-1.0
Cc1ccc(NC(=O)c2ccc(CSc3nnc(C)s3)cc2)c(C)c1	3.2
Cc1nonc1CN(C)C(=O)C1(N(C)Cc2ccccc2)Cc2ccccc2C1	-12.5
COc1ccc(C(=O)NCC2CCCO2)cc1C (stereo not given)	-0.6
CN(C)c1ccc(C2C(=O)c3cc4ccccc4nc3C2=O)cc1 (stereo not given)	9.9
COc1ccc(NC(=O)CSCC(=O)Nc2ccccc2Cl)cc1	1.6
Cc1c(NS(C)(=O)=O)cccc1C(=O)Nc1cccc(Cl)c1	1.1
COc1cc(Cc2ccc(N=CCC(=O)c3ccco3)c(OC)c2)ccc1N=CCC(=O)c1ccco1	-4.6
Cc1ccc(/C=C/C(=O)Nc2sc3c(c2C(N)=O)CCCCCC3)o1	8.1
CC1(C)CC(=O)c2c(nc3ccccc3c2N)C1	-9.1
CC(=O)c1ccc(NS(=O)(=O)c2cc(-c3cc(C)no3)ccc2C)cc1	9.7
Cc1c(C)c2ccc(OCc3ccc(Cl)cc3)c(I)c2oc1=O	1.9
O=C(CCC1CCN(C(=O)CCc2cn[nH]c2)CC1)NCc1cccc(Cl)c1	-5.0
CCc1ccc(-n2nc(CO)c(C(=O)NCCOC)n2)cc1	-7.6
CCOC(=O)C1=C(c2ccccc2)N=c2s/c(=C\c3cc(C)[nH]c3C)c(=O)n2C1c1cccs1 (stereo not given)	-2.8
COC(=O)c1ccc(Oc2c(C)oc3cc(OC(C)=O)ccc3c2=O)cc1	3.5
O=C(CC1C(=O)NCCN1C/C=C/c1ccccc1)NCCc1ccco1 (stereo not given)	1.3
O=C(Oc1cccc(C(=S)N2CCCCC2)c1)c1ccccc1Cl	2.5
CC1(C)C2CCC1(C)C1(C2)Oc2ccccc2C(=O)N1c1ccccc1 (stereo not given)	4.8
CCOC(=O)CCC(=O)Nc1ccc(Br)c(Cl)c1	5.8
COc1cc(OC)c(N(C)C(=O)CSc2c3c(nc4ccc(Cl)cc24)CCCC3)cc1Cl	-0.9
CCOC(=O)c1cnc(SCc2cccc(Cl)c2)nc1N	-3.1
O=C(NCCN1CCCC1)c1ccc(F)cc1	-0.7
CCc1ccc(-n2nc(C)c3c(C(=O)Nc4cccc(C(F)(F)F)c4)cc(C)nc32)cc1	-6.2
Oc1ccc(Cl)cc1C1=Nc2ccccc2N=C(c2ccccc2)C1	-9.3
CCCSc1ncc(Cl)c(C(=O)Nc2sc3c(c2C(=O)NCC)CCCC3)n1	-4.1
CCc1nnc2c3ccccc3nc(Nc3ccc(F)cc3C)n12	-7.5
O=C(NNc1cccc(Cl)n1)Nc1cccc(C(F)(F)F)c1	4.4
O=c1c2c3c(sc2nc2n1CCCCC2)CCC3	6.1
Cc1nc2ccc(S(=O)(=O)Nc3ccccc3C)cc2s1	4.1
CC(=O)Nc1ccc2nc3c(=O)n(C)c(=O)n(C)c3nc2c1C	0.0
Cc1ccc(NC(=O)CSc2nc(N)cc(N)n2)c(C)c1	1.1
CCC1OCC2C(C(=O)OC)=NN=C(C(=O)OC)C2CO1 (stereo not given)	-7.4
COc1cccc(C2CC(C(F)(F)F)n3ncc(C(=O)O)c3N2)c1 (stereo not given)	-2.7
O=C(O)CN1C(=O)COc2c(Cl)cc(Cl)cc21	6.0
CC(C)NCc1ccc(OCc2ccccc2)cc1	-1.6
CNC(=O)C1CCN(Cc2ccccc2Cl)CC1	-4.3
O=C(C1CC12CCCC2)N1CCc2[nH]nc(-c3ccc4c(c3)OCO4)c2C1 (stereo not given)	3.3
CCOC(=O)CC1CCCCN1Cc1nc(NCCCC(=O)OC)c2ccccc2n1 (stereo not given)	5.1
Cc1cc(C)c2c(=O)cc(C(=O)Nc3sc4c(c3C(=O)NCc3ccco3)CCCC4)oc2c1	-3.8
CCCCCOc1ccc(C(=O)N(Cc2ccc(N(C)C)cc2)C2CCS(=O)(=O)C2)cc1 (stereo not given)	12.7
